Screening data: PubChem BioAssay, several laboratories
Smad3 FoxH1 inh: Smad3/FoxH1 peptide binding inhibitors, primary screen, biochemical, TR-FRET; Mothers against decapentaplegic homolog 3 (Homo sapiens), P84022; actives 0.29% (n = 88,000); AID 630, 2007; TR-FRET Smad3/Dy647-FoxH1 peptide binding, europium anti-His; inhibition, % at 25 µM;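 active means compounds that reduce the energy-transfer binding signal between the protein and its labelled peptide by more than half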;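 further: 0% = Smad3 plus labelled peptide maximal FRET and 100% = peptide-only background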
Target sequence (P84022 whole entry, looked up): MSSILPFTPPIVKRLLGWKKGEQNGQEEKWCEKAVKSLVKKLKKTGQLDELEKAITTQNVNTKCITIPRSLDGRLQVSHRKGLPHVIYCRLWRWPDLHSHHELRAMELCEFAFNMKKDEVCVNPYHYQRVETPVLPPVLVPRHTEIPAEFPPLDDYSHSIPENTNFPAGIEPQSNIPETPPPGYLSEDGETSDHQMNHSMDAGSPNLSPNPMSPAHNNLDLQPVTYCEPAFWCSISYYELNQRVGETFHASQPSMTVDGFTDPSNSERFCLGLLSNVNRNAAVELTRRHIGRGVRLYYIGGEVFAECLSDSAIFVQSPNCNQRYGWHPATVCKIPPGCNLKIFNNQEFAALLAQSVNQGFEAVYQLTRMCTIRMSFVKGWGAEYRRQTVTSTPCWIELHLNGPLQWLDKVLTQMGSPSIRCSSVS
sEH inhibitor: soluble epoxide hydrolase inhibitors, primary screen, biochemical, human sEH; Bifunctional epoxide hydrolase 2 (Homo sapiens), P34913; recombinant human sEH enzymatic activity assay; inhibition, % at 2 µM; actives 0.34% (n = 91,000); AID 707, 2007; in the data active means inhibition above about 80%; further: values of inactives mirror those of a sister screen read the other way; many of its hits are not listed in these tables
Target sequence (P34913 whole entry, looked up): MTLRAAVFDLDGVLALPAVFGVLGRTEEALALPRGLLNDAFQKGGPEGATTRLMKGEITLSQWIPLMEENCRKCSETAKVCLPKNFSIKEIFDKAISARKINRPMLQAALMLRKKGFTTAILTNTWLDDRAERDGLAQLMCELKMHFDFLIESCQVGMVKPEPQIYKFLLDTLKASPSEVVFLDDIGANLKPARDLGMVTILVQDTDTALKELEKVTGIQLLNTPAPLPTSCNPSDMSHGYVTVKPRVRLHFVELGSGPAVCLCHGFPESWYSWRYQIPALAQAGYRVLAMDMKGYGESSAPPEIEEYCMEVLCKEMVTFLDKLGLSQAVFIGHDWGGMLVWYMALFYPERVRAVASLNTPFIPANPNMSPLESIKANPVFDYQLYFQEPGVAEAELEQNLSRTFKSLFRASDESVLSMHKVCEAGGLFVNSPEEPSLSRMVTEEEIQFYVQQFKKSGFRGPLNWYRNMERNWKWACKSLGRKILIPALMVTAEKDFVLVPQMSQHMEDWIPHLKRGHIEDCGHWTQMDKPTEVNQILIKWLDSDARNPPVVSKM
Candida biofilm: clotrimazole potentiators killing Candida biofilms, primary screen, with clotrimazole, Alamar Blue. AID 834, 2007. inhibition, % at 6 µM. C. albicans biofilm + clotrimazole. actives 0.14% (n = 85,000);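 active means inhibition above 20%; inactive means inhibition below 20%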;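 further: preformed 24 hr biofilms exposed to compound for 48 hr; 0% = biofilm without compound and 100% = blank killed by clotrimazole plus chlorhexidine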
VCAM1 TNFa inh: inhibitors of TNFa-induced VCAM1 expression, primary screen, imaging, HUVEC, TNFa stimulus, immunofluorescence | inhibition, % at 2 µM | HUVEC TNFa-induced VCAM-1 immunofluorescence, high-content imaging | actives 0.48% (n = 95,000);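 active means inhibition above the batch mean plus 3 SD, with images confirmed as a hit by eye, cut at about 37% in these data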;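 further: 0% = TNF-stimulated DMSO wells and 100% = unstimulated control wells; not every result past the cut was called active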
TNFa cytotox: cytotoxicity in TNFa-stimulated HUVEC, primary screen, cytotoxicity control for VCAM1 expression modulator project, imaging, Hoechst nuclei count; HUVEC TNFalpha-stimulated, Hoechst cell count; cell count reduction, % at 2 µM; actives 0.17% (n = 93,000);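 active means cell count reduction exceeding the screen mean by over 5 SD, scaled to untreated wells per plate, cut at about 78% in these data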;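 further: cells counted after 24 h of TNF alpha exposure following the 1 h pretreatment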
sEH act: soluble epoxide hydrolase activators, primary screen, biochemical, human sEH; purified human sEH enzymatic activity, activator screen; activation, % at 2 µM; actives 0.04% (n = 91,000); in the data active means activation above about 37%; further: values of inactives mirror those of a sister screen read the other way
HUVEC tox IL1B: cytotoxicity in IL-1B stimulated HUVEC, primary screen, cytotoxicity control for IL-1B NFkB translocation project, imaging, Hoechst nuclear count, IL-1B stimulus; AID 845, 2007; cell count reduction, % at 2 µM; actives 0.41% (n = 94,000); HUVEC cell count loss;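 active means cell count reduction more than 3 SD above the screen-wide mean, cut at about 70% in these data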;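 further: normalized per plate to untreated control cells as the no-loss baseline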
ERb coact inh: inhibitors of ERβ-SRC1 coactivator interaction, primary screen, biochemical, TR-FRET, ERβ LBD, SRC-1 peptide; actives 1.3% (n = 86,000); Estrogen receptor beta (Homo sapiens), Q92731; inhibition, % at 25.6 µM; TR-FRET ER-beta LBD / SRC1-Cy5 peptide binding; receptor agonist-loaded with 1 µM estradiol;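 active means compounds whose percent inhibition of the receptor-coactivator binding signal exceeds about 50% in the single-dose screen, limit read from the data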;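 further: 0% = receptor plus peptide wells without compound and 100% = peptide-only wells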
cytoskel mod: modifiers of F-actin cytoskeleton organization, primary screen, imaging, HUVEC, phalloidin staining, high-content imaging | AID 836, 2007 | actives 0.18% (n = 91,000) | inhibition, % at 2 µM | HUVEC TNFa F-actin phalloidin imaging;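 active means inhibition above the batch mean plus 3 SD and confirmed as a hit by visual image inspection, cut at about 30% in these data, passing the limit was not always enough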; further: strong numbers were not always called active
Starred values were filed as active, the others as inactive; . = no result given; & = joins results of further samples; [ ] = dose if it differs, or a comment. The list is partial, so the mix of outcomes need not match the whole.

Below each compound – Smad3 FoxH1 inh, sEH inhibitor, Candida biofilm, VCAM1 TNFa inh, TNFa cytotox, sEH act, HUVEC tox IL1B, ERb coact inh, cytoskel mod
O=C(NNC(=S)NC(=O)C12CC3CC(CC(C3)C1)C2)c1ccncc1
  ., 3, ., 15, 6, -5, 3, ., -6
CN1C(=O)CC(N2CCN(c3ccc(Cl)c(Cl)c3)CC2)C1=O (stereo unspecified)
  4, -5, 4, -13, -15, 4, -12, 6, 14
Cc1ccc2c(COn3nnc4ccc(S(=O)(=O)N(C)C)cc43)cc(=O)oc2c1C
  8, -22, 10, -3, 4, 23, -163, 12, -8
COc1c(Cl)cc(C(=O)Nc2ccccc2-c2ccccc2)cc1Cl
  ., 8, ., -13, -13, -5, -20, ., 10
COC(=O)Nc1ccc(S(=O)(=O)N2CCN(CCN3C(=O)C4C5C=CC(C5)C4C3=O)CC2)cc1 (stereo unspecified)
  7, -4, 3, 7, -8, 6, -5, -4, 12
CCOC(=O)c1ccc(CNC(=O)C2CCCCC2C(=O)OCC(F)(F)F)o1 (stereo unspecified)
  0, -12, 0, 4, -21, 14, -72, -11[fluorescence artefact?], .
COc1cccc(C(c2nnnn2Cc2ccc(F)cc2)N2CCC(C(N)=O)CC2)c1OC (stereo unspecified)
  16[fluorescence artefact?], -8, 7, 12, -24, 6, 37, 2, -8
Cc1sc(NC(=O)c2ccco2)c(CN2CCN(c3ccccc3)CC2)c1C
  ., -4, ., -37, -22, 6, 9, ., -18
Cc1cc(NC(=O)COc2ccccc2)n(-c2ccccc2)n1
  -7, 12, -8, -7, -12, -13, -45, -2, -8
COc1ccc(C2C3C(=O)N(Cc4ccccc4)C(=O)C3ON2c2ccccc2)c(OC)c1OC (stereo unspecified)
  -2, 8, 5, 6, -1, -7, 1, -5, -12
CCOc1ccc(CC(=O)C2C(=O)CCCC2=O)cc1OCC
  5, -10, 3, 24, -26, 12, -24, 9, .
Clc1ccccc1OCc1nc(-c2ccccn2)no1
  3, 8, 3, -8, -16, -6, 10, -5, 10
CCOc1ccccc1N1CCN(C(=O)c2c(C)noc2C)CC1
  -3, 6, -1, -3, -2, -5, -75, -5, -14
COc1cc(C)ccc1OCCOc1c(Cl)cc(Cl)cc1Cl
  ., -4, ., -5, ., 6, -3, ., 2
CC(C)CNC(=O)c1ccccc1-c1ccccc1C(=O)O
  -14, -13, -4, 31, -36, 11, 24, -7, .

Entries of single compounds from above. Values in the order: Smad3 FoxH1 inh	sEH inhibitor	Candida biofilm	VCAM1 TNFa inh	TNFa cytotox	sEH act	HUVEC tox IL1B	ERb coact inh	cytoskel mod
`O=C(NNC(=S)NC(=O)C12CC3CC(CC(C3)C1)C2)c1ccncc1` reads .	3	.	15	6	-5	3	.	-6
`Cc1sc(NC(=O)c2ccco2)c(CN2CCN(c3ccccc3)CC2)c1C` reads .	-4	.	-37	-22	6	9	.	-18

(listing goes on)
Below each compound – Smad3 FoxH1 inh, sEH inhibitor, Candida biofilm, VCAM1 TNFa inh, TNFa cytotox, sEH act, HUVEC tox IL1B, ERb coact inh, cytoskel mod
COc1ccc(C(=O)Nc2ccc(S(=O)(=O)N3CCCCC3)cc2)cc1
  -1, 30, 2, -2, -1, -30, 14, -1, -18
O=C(Nc1ccc(Cl)cc1C(=O)NCCN1CCOCC1)c1ccc(Cl)cc1Cl
  -7, -3, 7, -9, -64, 1, -7, -20, .
COc1ccc(-c2cc3ccccc3oc2=O)cc1NC(=O)c1ccc(Br)o1
  -312[fluorescence artefact?], -5, -6, 8, -30, 5, -10, 6, -2
CC(C)(C)NC(=O)COc1ccc(-c2ccccc2)cc1
  ., -4, ., -10, -22, 5, -24, ., -22
CCCc1cc(=O)[nH]c(SCc2ccc(C#N)cc2)n1
  2, 9, -5, 2, 3, -8, 6, 1, -9
CC(=O)N(Cc1cc2cc(C)c(C)cc2n2nnnc12)CC1COCCO1 (stereo unspecified)
  9, -9, 7, -2, -6, 11, -1, -7, 7
Cn1c(/N=C/c2cccs2)nc2ccccc21
  ., -1, ., 0, 13, 2, 3, ., -15
CCOc1ccc(N/N=C(/C#N)C(N)=O)cc1
  ., 6, ., 4, -30, -3, -19, ., 4
Cc1ccc(/C=N/NC(=O)c2c[nH]c3ccccc23)o1
  8, -11, -2, 0, -9, 12, -3, 10, 8
COC(=O)Nc1sc2c(c1C(=O)N1CCOCC1)CCC(C)C2 (stereo unspecified)
  10, 12, 7, 3, -17, -9, -6, -5, -7
Cc1ccc(N2C(=O)CSC2c2c(F)cccc2Cl)cc1 (stereo unspecified)
  -2, 2, 1, 2, 4, -3, 13, -5, -10
COc1ccc(-n2c(SCC(=O)N3CCCCC3)nnc2-c2cccnc2)cc1
  -1, 13, -4, -1, -8, -16, 20, 21[fluorescence artefact?], -28
CCOC(=O)/C(=C\Nc1ccc(OC(F)(F)F)cc1)Sc1ncc(C(F)(F)F)cc1Cl
  9, -3, 4, 12, -9, 3, 9, -3, 0
CCOC(=O)C1CCCN(C(=O)c2ccccc2Oc2ccccc2)C1 (stereo unspecified)
  -3, 4, ., -4, 5, -3, -8, 5, -8
CCCn1c(SCC(=O)N2CCc3ccccc3C2)nc2c1c(=O)n(C)c(=O)n2C
  ., -4, ., 14, -10, 6, 0, ., -20
O=C(Nc1ccccc1)NC1CCCCC1
  -1, 66, 5, 7, -11, -68, 4, -11, -8
COc1ccc(-n2nnnc2-c2cccc(OC)c2)cc1
  -16, -13, -1, 30, 0, 14, -215, -11, -7
Clc1ccc(COc2ccccn2)cc1Cl
  -1, ., 5, 8, -12, ., -5, -7, -18
O=C(NCc1ccc2c(c1)OCO2)C1CCCN(S(=O)(=O)c2cccnc2)C1 (stereo unspecified)
  0, 11, -3, 10, -25, -12, -73, 4, 3
COc1ccc(CNS(=O)(=O)c2cc(OCC(N)=O)c(C)cc2Cl)cc1
  -4, -2, 3, 5, -28, 3, ., 9, -2
CCN1CCN(C(c2cccs2)C(C)NC(=O)c2ccccc2)CC1 (stereo unspecified)
  2, -12, 8, 9, -16, 10, -27, -6, -6
COc1cc(N)ccc1NC(=O)c1cccs1
  3, -1, 1, 12, 7, 2, -15, -8, -10
CC(C)C(NC(=O)C1CCCCC1)C(=O)NCc1ccccn1 (stereo unspecified)
  -9, -8, -1, 4, -22, 10, -15, -10[fluorescence artefact?], .
Cn1c(=O)cc(OCCCC(=O)NC2CCCC2)c2ccccc21
  7, 0, 8, 22, -9, -1, -7, -1, 2
COc1ccc(/C=C/C(=O)NCc2cn(C)nc2C)cc1COc1ccc(Br)cc1
  ., -12, ., -2, -7, 11, 2, ., -1
N=c1oc2ccc3ccccc3c2cc1-c1nnc2n1CCCCC2
  1, -11, 6, 2, -35, 11, 4, -6, 0
COc1ccc(C(C#N)C2(C)OCCO2)cc1OC (stereo unspecified)
  8[fluorescence artefact?], -9, 8, 2, -51, 11, -81, -3[fluorescence artefact?], .
CN(C(=O)c1ccccc1Cl)c1ccccc1
  12, -2, 5, 0, -21, 5, -3, -25[fluorescence artefact?], 0
O=C(Cc1cc(=O)[nH][nH]1)N/N=C/C(Cl)=C/c1ccccc1
  ., -2&10, ., 16&20, 4&4, -1&-9, -23&2, ., -31&-39
CCn1c(Cc2ccc(OC)cc2)nnc1SCC(=O)Nc1cccc(C(=O)OC)c1
  12, -11, 9, -6, 15, 15, -4, -7, 3
CCn1c(SCC(=O)Nc2ccc3c(c2)OCO3)nnc1-c1ccccc1O
  11, 14, 6, 14, -15, -10, ., 6[fluorescence artefact?], -20
CCCNc1nc2c(c(=O)[nH]c(=O)n2C)n1CCCc1ccccc1
  0, 10, 4, -4, -24, -10, 24, 5, -6
CS(=O)(=O)N(Cc1ccccc1)c1ccc(C(=O)NCC2CCCO2)cc1 (stereo unspecified)
  10, 7, 3, -21, -3, -6, -12, 12, 5
S=C(Nc1ccccc1)N1CCCCCC1
  ., 4, ., 28, -12, -2, -13, ., -4
CC(=O)c1c(C)oc2ccc(O)c(CN3CCOCC3)c12
  0, -2, 2, -7, -8, -1, -24, 9, .
CC(CCc1ccccc1)NC(=O)C1CCN(S(=O)(=O)c2cnc[nH]2)CC1 (stereo unspecified)
  10, 2, 4, 2, -28, -1, 5, -7, 7

Compounds listed so far containing an aryl thioether with sulfur outside any ring, in the order listed:
Below each compound – Smad3 FoxH1 inh, sEH inhibitor, Candida biofilm, VCAM1 TNFa inh, TNFa cytotox, sEH act, HUVEC tox IL1B, ERb coact inh, cytoskel mod
CCCc1cc(=O)[nH]c(SCc2ccc(C#N)cc2)n1
  2, 9, -5, 2, 3, -8, 6, 1, -9
COc1ccc(-n2c(SCC(=O)N3CCCCC3)nnc2-c2cccnc2)cc1
  -1, 13, -4, -1, -8, -16, 20, 21[fluorescence artefact?], -28
CCOC(=O)/C(=C\Nc1ccc(OC(F)(F)F)cc1)Sc1ncc(C(F)(F)F)cc1Cl
  9, -3, 4, 12, -9, 3, 9, -3, 0
CCCn1c(SCC(=O)N2CCc3ccccc3C2)nc2c1c(=O)n(C)c(=O)n2C
  ., -4, ., 14, -10, 6, 0, ., -20
CCn1c(Cc2ccc(OC)cc2)nnc1SCC(=O)Nc1cccc(C(=O)OC)c1
  12, -11, 9, -6, 15, 15, -4, -7, 3
CCn1c(SCC(=O)Nc2ccc3c(c2)OCO3)nnc1-c1ccccc1O
  11, 14, 6, 14, -15, -10, ., 6[fluorescence artefact?], -20
